TTR transcr act = TTR transcription activators in neuroblastoma reporter cells, primary screen, cell-based, luminescence, SH-SY5Y, TTR promoter Gaussia luciferase | 1.3% of 92,000 active | 100% = recombinant luciferase protein wells | AID 1117267, 2014 | activation, % at 16.7 µM;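 active = activation above the mean of all tested compounds plus 3 SD, cut at about 9.5% in these data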;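 note: cells exposed to compounds for one day before reading; 0% = median of all test compound wells on the plate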
* hit, by the source's call. A portion of the library; count on the stated rates, not on these rows.

SMILES | TTR transcr act
COc1cccc(N2C(=O)C3ON(c4ccccc4)C(c4cccs4)C3C2=O)c1 (stereo not given) | -0.5
Cc1[nH]ccc(=O)c1OC1OC(CO)C(O)C(O)C1O (stereo not given) | 2.7
Cc1nn(-c2ccccc2)c(Cl)c1/C=N/NC(N)=O | 1.3
COc1ccc2cc(C3=CCCC3(C)C(=O)O)ccc2c1 (stereo not given) | -1.0
CC(C)(C)c1ccc(S(=O)(=O)NCCOCC(F)(F)C(F)F)cc1 | -0.6
Cc1cccc(S(=O)(=O)NC(=O)C2(C)CCN2C(=O)Cc2cccs2)c1 (stereo not given) | -1.1
Cn1nc(C#N)c(=O)[nH]c1=O | -1.0
CN1C(=O)C2(C(C#N)=C(N)N(c3cc(Cl)cc(Cl)c3)C3=C2C(=O)CCC3)c2ccccc21 (stereo not given) | -3.4
CN1CCC(N(C)CC(=O)Nc2cccc(Oc3ccccc3)c2)CC1 | -1.1
COCCn1c(SCC(=O)NC(=O)NC(C)C)nc2ccccc21 | 5.5
Cc1cc(-c2csc(NC(=O)c3ccc(C#N)cc3)n2)c(C)n1Cc1ccccc1 | 0.4
CCOc1ccc(CCNC(=O)c2cc3sccc3n2Cc2ccccc2)cc1OCC | -0.8
Cc1ccc(-c2cc(C(=O)Nc3cc(C)on3)c3ccccc3n2)cc1 | 5.0
COc1cccc(CCc2nc3ccccc3c(=O)n2N)c1 | -1.1
COc1cc(CC(=O)N/N=C/c2ccc([N+](=O)[O-])cc2)c([N+](=O)[O-])cc1OC | 2.5
CC1CCc2nc3sc4c(c3c(N)c2C1)CCCC4 (stereo not given) | -0.9
CC[n+]1c(/C=C/c2cc([N+](=O)[O-])ccc2O)ccc2ccccc21 | 1.1
CCCCCCC(=O)Oc1cccc(C2=CC(=O)CC(C)(C)C2=O)c1 | 9.7*
C=CCOC(=O)C1=C[C@H](C(C)(C)C)[C@@H](CCCO)[C@H](OCC)O1 | 0.3
CN(CCc1ccccc1)C(=O)c1cccc(NC(=O)Cc2cccc(NC(=O)C3CCN(C(=O)C4CC4)CC3)c2)c1 | 0.1
COc1ccccc1N1CCN(S(=O)(=O)c2ccc(-n3cnnn3)cc2)CC1 | 7.9
CCCCNC(=O)C1(c2ccc(OC)cc2)CCOCC1 | -0.8
Cc1ccc(C(=O)OC(C(=O)Nc2ccc(Cl)cc2C(F)(F)F)c2ccccc2)cc1 (stereo not given) | 0.3
Clc1cccc(Cl)c1OCCOCCNCc1ccccc1 | -1.3
O/N=C\c1ccc(-c2ccccc2)o1 | -0.8
COC(=O)[C@]12C[C@H](CC(=O)N3CCN(C(=O)c4ccco4)CC3)C(=O)N(Cc3ccco3)C1=C[C@H](COCc1ccccc1)O[C@@H]2C | 2.6
CC1CCN(CCCNC(=O)CN2CCN(Cc3ccc(Cl)cc3)C2=O)CC1 | 0.3
Cc1ccc(S(=O)(=O)NOCc2ccccc2)cc1 | 2.6
O=C(Nc1ccc(S(=O)(=O)Nc2nccs2)cc1)c1cc(-c2ccccn2)nc2ccccc12 | -0.6
COc1ccccc1-c1ccc2nnc(SC)n2n1 | -1.4
NC1=NC(c2ccccc2)N=C(Nc2ccccc2)N1 (stereo not given) | -1.2
O=C(Cc1cccc(NC(=O)C2CCN(S(=O)(=O)c3cccc([N+](=O)[O-])c3)CC2)c1)Nc1cccc(C(=O)N2CCOCC2)c1 | 0.5
Cc1sc2nc(CSc3ccc([N+](=O)[O-])c(C(F)(F)F)c3)[nH]c(=O)c2c1C | -1.6
CCOC(=O)C1(C)CCCCCN1C(=O)/C=C/c1ccccc1 (stereo not given) | -1.5
COc1ccc(CN(C)CC(=O)Nc2ccccc2C(=O)NC2CC2)cc1 | -0.1
CC1(C)C=Cc2cc3ccc(=O)oc3cc2O1 | 2.2
CC1CCN(CCOCCOc2ccc(Cl)cc2Br)CC1 | 1.6
CN1CCCN(S(=O)(=O)c2ccccc2)c2nc3ccccc3nc21 | 3.2
COc1ccc(CN=C(Nc2ccccc2)SC2CC(=O)NC2=O)cc1 (stereo not given) | 3.3
COC(=O)C1=C(C)N(Cc2ccccc2)C(=NCc2ccc(OC)cc2)N[C@H]1c1ccccc1 | 0.1
Cc1cc(C)cc(NC(=O)C(Nc2ccccc2)c2ccccc2)c1 (stereo not given) | 0.9
CS(=O)(=O)N1N=C(c2ccccc2)CC1c1ccc2nccnc2c1 (stereo not given) | -0.9
CC(C)(C)c1csc(NNC(=O)c2ccc(Cl)cc2)n1 | 3.4
CN(NC(=O)C(C)(C)C)c1nc(-c2ccccc2)nnc1C(F)(F)F | 6.3
Cc1cc(O)ccc1N=Cc1c(C(F)(F)F)[nH][nH]c1=O | -0.1
CC(Sc1nc2ccccc2c(=O)[nH]1)C(=O)O (stereo not given) | 0.7
COc1ccc(-c2nnn(CC(=O)N(Cc3cccs3)C(C)C(=O)NC3CCCC3)n2)cc1OC (stereo not given) | 0.3
O=C(CSc1nnc(-c2ccc(Cl)cc2)n1Cc1ccco1)Nc1ccc2c(c1)OCCO2 | -2.1
CCCCCCCCc1nc(SC(C)C(=O)O)n[nH]1 (stereo not given) | -1.2
COc1ccc(/C=N/n2c(-c3cc(C)[nH]n3)n[nH]c2=S)cc1OC | 0.3
CCOC(=O)C1=NNC(C(=O)c2ccc(Cl)cc2)C1c1ccc(OC)cc1 (stereo not given) | 1.8
Nc1nn2c(-c3ccccc3)cc(=O)[nH]c2c1N=Nc1ccc(O)cc1 | -0.1
COc1ccc(-c2nc(CN3CCN(Cc4ccccc4)CC3)c(C)o2)cc1 | 1.6
O=C(Nc1ccccc1)[C@@H]1CC=C[C@@H]2CCN(C3CCCCC3)C(=O)[C@@H]21 | 3.6
CCCCc1nnc(NC(=O)CSc2nc(C)cc(=O)[nH]2)s1 | 0.1
CCC(c1n[nH]c(=S)n1-c1ccccc1)N(C)C (stereo not given) | 0.7
CC(C)N(C(=O)Cc1ccccc1[N+](=O)[O-])C(C)C | 3.9
Cc1cc(NC(=O)CSc2n[nH]c(-c3cccs3)n2)no1 | 4.0
COCc1nc2sc3c(c2c(=O)[nH]1)CCCC3 | 2.0
Cc1ccccc1-c1noc(N)c1C#N | 3.2

Single entries from the list:
COc1ccc(/C=N/n2c(-c3cc(C)[nH]n3)n[nH]c2=S)cc1OC in TTR transcr act is listed with 0.3
Cc1cc(C)cc(NC(=O)C(Nc2ccccc2)c2ccccc2)c1 (stereo not given) in TTR transcr act is listed with 0.9
CCCCc1nnc(NC(=O)CSc2nc(C)cc(=O)[nH]2)s1 in TTR transcr act is listed with 0.1

(next part)
SMILES | TTR transcr act
COC(=O)c1nc2ccc(C)cn2c1F | -0.7
CCCCNC(=O)CN1C(=O)NC2(CCCc3ccccc32)C1=O (stereo not given) | -2.2
Cc1ccccc1NC(=O)N1CCN(c2ncccn2)CC1 | -0.8
CCc1cc2c(=O)[nH]c(-c3ccccn3)nc2s1 | -6.1
CC(=O)NC(Cc1ccccc1C)C(=O)NC1CCN(C(=O)c2cccc(C)c2)CC1 (stereo not given) | -1.2
Cc1noc(C)c1C(=O)NCCc1c(C)[nH]c2ccccc12 | 0.7
O=C(CSc1nc2ccccc2c(=O)n1-c1ccc(Cl)c(Cl)c1)Nc1ccc2c(c1)CCC2 | -0.7
CC(CN1CCCC1)OC(=O)c1ccc(Cl)cc1 (stereo not given) | 4.0
c1ccc2[nH]c(COCc3nc4ccccc4[nH]3)nc2c1 | 1.2
COc1cc(C2N(C)CCC3(OCCO3)C2(C)C)cc(OC)c1OC (stereo not given) | 0.2
Cc1cccc(N2CC(C(=O)Nc3nnc(SCCC4OCCO4)s3)CC2=O)c1 (stereo not given) | 0.3
Cc1cccn2c(CNCC3(c4ccccc4)CCCC3)c(C(=O)N3CCOCC3)nc12 | 0.1
O=C(CCN=C1NS(=O)(=O)c2ccccc21)OCc1c(F)c(F)c(F)c(F)c1F | -0.1
CSc1nc2ccc(NC(=O)c3ccccn3)cc2s1 | -2.7
S=C(Nc1ccc(Cl)cc1)NC1CC2CCCC(C1)N2C1CC1 (stereo not given) | -0.8
CCCCn1c(N)c(N(CCC(C)C)C(=O)c2ccc([N+](=O)[O-])o2)c(=O)[nH]c1=O | -0.4
CC1(C(=O)N(CC(=O)NC2CCCC2)C2CCCC2)CC(=O)N=C2C=CC=CN21 (stereo not given) | 1.3
CCNc1nc(NOC)nc(OCC#N)n1 | -2.7
COc1ccc(N=Nc2ccc(CO)cc2)cc1 | -1.4
COc1ccc(C)cc1NS(=O)(=O)c1ccc(-c2cnc(C3CC3)o2)cc1 | -3.1

Arranged by SMILES length (lowest first): part of the list above
SMILES | TTR transcr act
COC(=O)c1nc2ccc(C)cn2c1F | -0.7
Cc1ccccc1NC(=O)N1CCN(c2ncccn2)CC1 | -0.8
Cc1cccc(N2CC(C(=O)Nc3nnc(SCCC4OCCO4)s3)CC2=O)c1 (stereo not given) | 0.3
Cc1cccn2c(CNCC3(c4ccccc4)CCCC3)c(C(=O)N3CCOCC3)nc12 | 0.1
O=C(CSc1nc2ccccc2c(=O)n1-c1ccc(Cl)c(Cl)c1)Nc1ccc2c(c1)CCC2 | -0.7

The listing picks up; the three compounds before the break are reprinted first.
SMILES | TTR transcr act
CCNc1nc(NOC)nc(OCC#N)n1 | -2.7
COc1ccc(N=Nc2ccc(CO)cc2)cc1 | -1.4
COc1ccc(C)cc1NS(=O)(=O)c1ccc(-c2cnc(C3CC3)o2)cc1 | -3.1
Cc1cccc(NC(=O)C(=O)C2C(=O)Nc3ccccc32)c1 (stereo not given) | -1.0
COc1cc(C2CC(=O)Nc3c2c(=O)nc2c(C)cccn32)cc(OC)c1OC (stereo not given) | -1.3
Cc1ccc(S(=O)(=O)N2CCN(S(=O)(=O)N3CCC(C)CC3)CC2)c(C)c1 | 1.6
COc1cc(-c2nc3ccc(C)cn3c2NCc2ccccc2)ccc1-c1cccc(Cl)c1 | -3.5
C=CCN1C(=O)c2cccc3c(Br)ccc(c23)C1=O | 2.2
CCCc1nnc(SCC(=O)N2CCOCC2)n1CCCOC | 0.3
O=C(/C=C/c1cccnc1)c1ccc(NC(=O)c2cccc(Br)c2)cc1 | 3.5
NC(=O)C1CCN(C(=O)c2ccccc2CCc2ccccc2)CC1 | 1.1
COC(=O)CSc1nc2c(c(-c3ccc(C)o3)c1C#N)CCCC2 | 0.6
COC(=O)C1=C(C)N(C(C)C)C(=O)C1(NC(C)=O)C(F)(F)F (stereo not given) | 0.5
CCOc1ccc(NC(=O)c2sccc2-n2cccc2)cc1 | -1.3
Cc1cccc(C(=O)NCCC(=O)Nc2nc(C)c(Cc3ccc4c(c3)OCO4)s2)c1 | 1.3
CCCCOCCCNC(=O)C[C@H]1C(=O)N(Cc2ccc(OC)cc2)C2=CCCCC[C@@]21C(=O)OC | -0.3
Cc1cc2nc(C(C)(C)C)c(Cc3cccc(F)c3)n2c(C)c1Br | 3.0
COc1cc2c(cc1OC)C(C(=O)N1CCOCC1)C(c1cccs1)N(C)C2=O (stereo not given) | 1.9
Cc1ccc(CCNC(=O)CCSCc2ccc(Cl)cc2)cc1 | 3.9
CCOc1ccc(CN2CCN(Cc3ccon3)CC2CCO)cc1 (stereo not given) | 7.7
Cc1cccc2sc(N(CCCN(C)C)C(=O)c3ccc(Cl)s3)nc12 | -1.1
CC1(OC(=O)C2CCCC2)C(=O)C=C2C=C(c3ccsc3)N(C3CC3)C=C2C1=O (stereo not given) | -3.2
CN(C)C(=O)c1cc2c(c(-c3cccc(-c4ccccc4F)c3)n1)[C@@H](CCO)N(S(C)(=O)=O)C2 | -0.1

2 of these compounds, set out differently.
TTR transcr act | smiles
7.7 | CCOc1ccc(CN2CCN(Cc3ccon3)CC2CCO)cc1 (stereo not given)
-1.1 | Cc1cccc2sc(N(CCCN(C)C)C(=O)c3ccc(Cl)s3)nc12

(list continues)
SMILES | TTR transcr act
COc1cc(/C=N/Nc2nc3c(c(=O)n(C)c(=O)n3C)n2Cc2ccccc2)ccc1OC(=O)c1ccco1 | -2.6
CC(O)CNc1nc2sc3c(c2c(=O)n1Cc1ccco1)CCCCC3 (stereo not given) | -0.5
COc1cccc(S(=O)(=O)Nc2ccc3c(c2)[C@H]2C[C@H](CC(=O)N[C@@H](C)c4ccccc4)O[C@H](CO)[C@H]2O3)c1 | -2.2
CN1/C(=C/C(=O)COC(=O)C2COc3ccccc3O2)C(C)(C)c2ccccc21 (stereo not given) | 0.7
CCOC(=O)c1cccc(C(=O)Nc2nc3ccc(OC)cc3s2)n1 | 2.8
CC(=O)Oc1ccc(-c2nc3c(C)cccc3c(=O)o2)cc1 | 0.7
O=C1CCC[C@H]2C[C@H](NCc3ccc(Cl)cc3)CC[C@]23CCCN13 | -0.4
CC(=O)c1ccc(CCCCc2ccc(C(C)=O)cc2)cc1 | -0.7
CC1CCN(C(=O)CC(NC(=O)c2ccccc2Cl)c2ccccc2)CC1 (stereo not given) | 3.3
O=C(CN1CCN(C(=O)c2c(F)cccc2F)CC1)Nc1ccccc1F | 2.7
Cc1ccc(S(=O)(=O)NC(C)(C)CN2CCNCC2)cc1 | -0.4
COc1cc(/C=C/[N+](=O)[O-])ccc1OC(=O)c1cc2ccccc2oc1=O | 0.6
COc1cccc(CNCCc2c[nH]c3ccccc23)c1OCc1ccc(F)cc1 | -4.8
Cc1ccc(-n2ncc3c(NCCCn4ccnc4)ncnc32)c(C)c1 | -1.2
COc1ccc(N(CC(=O)NC2CC3CCC2C3)S(=O)(=O)c2ccc(C)cc2)cc1Cl (stereo not given) | 1.6
O=C(N/N=C\c1ccc[nH]1)C1COc2ccccc2O1 (stereo not given) | -1.6
Cc1sc2nc(CN3CCOCC3)nc(Cl)c2c1C | 0.5
Cc1cc(N2CCOCC2)cc(C)[n+]1[O-] | -0.3
CCOC(=O)C(=O)N1CCN(c2nc(-c3ccc(Cl)cc3)cs2)CC1 | -1.0
O=C(c1ccc2c(c1)OCO2)N1CCN(S(=O)(=O)c2ccc(Br)cc2Cl)CC1 | -0.2
CCCNC(=O)C1(C)CCN(C(=O)c2ccc3sccc3c2)C1 (stereo not given) | 1.0
